# From PubChem
# PKM2 act: PKM2 (human) enzyme activation | Potency, µM (titrated, usually from 57.5 µM), without a hit: at the top dose activation, most hits filed as activators | 260,000 tested, 0.34% active | P14618 | purified PKM2, Kinase-Glo ATP luminescence, activation; response scale: 0% is enzyme alone, no compound; also: potency is read from the fitted curve at half-maximal effect; % is scaled to controls: 0 for no effect and ±100 for the full control effect; nearly all actives have a fitted effect of over 55% in size
#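 ATP formation by purified human PK-M2, quantified via coupled luciferase luminescence after 1 h at room temperature with 0.1 mM ADP and 0.5 mM PEP final.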
# GALK inh: blocks human galactokinase activity; Potency, µM (top dose mostly 57.5 µM), for inactives: at the highest dose activity change, negative = inhibition, usual class: inhibitors; 270,000 tested, 0.007% active; AID 1868; P51570; Purified GALK, Kinase-Glo residual ATP luminescence; also: potency is read from the fitted curve at half-maximal effect; % is scaled to controls: 0 for no effect and ±100 for the full control effect
#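 ATP-depletion format; final 35 uM ATP, 100 uM D-galactose, 5 nM enzyme; pH 8.0 HEPES/Mg2+ buffer; 60 min RT; luminescence read 10 min after detection reagent.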
# Mito fusion act: mitochondrial division inhibition or fusion activation; Potency, µM (highest dose often 46.1 µM), for the others: at the top dose growth rescue (activation), most hits filed as activators; 320,000 tested, 0.23% active; AID 485298; S. cerevisiae fusion-defective mutant growth rescue, CellTiterGlo 48 h;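 also: potency is read from the fitted curve at half-maximal effect; % of control where 0% means no effect; nearly all actives have a fitted effect of over 45% in size; temperature-sensitive fusion mutants such as fzo1-1 at 37 °C on non-fermentable ethanol glycerol medium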
#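 Yeast fusion mutant, YPEG (non-fermentable carbon), compound, 48 h at 37C non-permissive; CellTiterGlo added, 10 min RT, luminescence read. Rescued growth = division inhibition.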
# Menin MLL FP TR: inhibitors of human menin-MLL interaction, mutant MLL peptide. Potency, µM (top dose mostly 61.6 µM), for inactives: at the top dose FP activity change, negative = inhibition, most hits filed as inhibitors. Menin + Texas Red MLL mutant peptide, fluorescence polarization. 270,000 tested, 0.23% active. AID 1768. O00255; active = well fitted inhibition curve with a large enough effect in the polarisation, with a control signal flat, not every such curve was filed as active; inconclusive = small, poorly fitted or top-dose-only effect, or effect the other way, or a change in a side signal; inactive = no such curve, though single readings can be large or run the other way; the % refers to the polarisation; also: potency is read from the fitted curve at half-maximal effect; % of control where 0% means no effect; many of its hits are not listed in these tables
# MBNL1-CUG inh: MBNL1-poly(CUG) RNA binding inhibition; 280,000 tested, 0.036% active; AID 2675; Potency, µM (highest dose often 57.5 µM), without a hit: top-dose activity change, negative = inhibition, most hits filed as inhibitors; TR-FRET MBNL1-His/biotin-(CUG)12 binding, 665/545 ratio; active = well fitted inhibition curve with a large enough effect in the signal ratio, with a control signal flat, not every such curve was filed as active; inconclusive = small, poorly fitted or top-dose-only effect, or effect the other way, or a change in a side signal; inactive = no such curve, though single readings can be large or run the other way; the % refers to the signal ratio; also: potency is read from the fitted curve at half-maximal effect; % is scaled to controls: 0 for no effect and ±100 for the full control effect
# Target sequence (Q9NR56 whole entry, looked up): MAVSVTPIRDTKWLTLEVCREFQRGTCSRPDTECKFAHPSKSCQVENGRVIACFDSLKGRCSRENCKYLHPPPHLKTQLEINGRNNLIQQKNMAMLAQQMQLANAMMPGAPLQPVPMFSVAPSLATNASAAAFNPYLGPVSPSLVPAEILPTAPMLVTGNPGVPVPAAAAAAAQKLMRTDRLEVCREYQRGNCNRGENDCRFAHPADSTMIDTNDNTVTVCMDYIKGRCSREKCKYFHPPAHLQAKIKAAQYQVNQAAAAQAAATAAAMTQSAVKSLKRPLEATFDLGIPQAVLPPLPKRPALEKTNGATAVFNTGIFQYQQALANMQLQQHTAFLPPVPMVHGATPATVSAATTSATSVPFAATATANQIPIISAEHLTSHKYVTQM
#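 TR-FRET readout: Ex 340 nm, 665/545 nm emission ratio, normalized to buffer-only (basal) and MBNL1-(CUG)12 controls. Complex of MBNL1-His with Biotin-(CUG)12, compounds 92 nM–58 uM, incubated 60 min at room temperature.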
# Chronic BCR inh: inhibitors of chronic active B-cell receptor signaling; AID 493014; 340,000 tested, 0.05% active; ABC-DLBCL IkBa-CBG/CBR reporter, luminescence ratio, 4 h; Potency, µM (highest dose often 46.1 µM), for inactives: top-dose ratio change, negative = lower green/red ratio, hits mostly inhibitors; active = well fitted inhibition curve with a large enough effect in the signal ratio, with a control signal flat, not every such curve was filed as active; inconclusive = small, poorly fitted or top-dose-only effect, or effect the other way, or a change in a side signal; the % refers to the signal ratio;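 also: potency is read from the fitted curve at half-maximal effect; plate controls were basal doxycycline-induced cells for no effect and cells given 10 µM MG132 for full effect; MG132 reads +100%, hits lower the ratio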
#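 TMD8 human ABC-DLBCL cells with doxycycline-inducible IκBα–green luciferase fusion and unfused red luciferase, in 0.5% FBS medium; compounds up to 46 uM, 4 h at 37C. Green/red luminescence ratio, filter-overlap corrected, fitted to concentration-response curves.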
# ASM inhibitor: blocks human secretory acid sphingomyelinase; 340,000 tested, 0.006% active; Potency, µM (top dose mostly 57.5 µM), inactives show at the highest dose activity change, negative = inhibition, most hits filed as inhibitors; placental ASM, HMU-PC fluorogenic substrate, 60 min; P17405; also: potency is read from the fitted curve at half-maximal effect
#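 Human placenta-derived ASM enzyme was preincubated with compound for 10 minutes at room temperature, then given fluorogenic substrate HMU-PC0 (9 uM final) for 60 minutes at 37 °C; a pH 10 stop preceded fluorescence reading at Ex 386/Em 447 nm.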
# Eya2 inh: inhibitors of human Eya2 phosphatase activity; 330,000 tested, 0.006% active; O00167; Potency, µM (top dose mostly 76.9 µM), inactives show top-dose activity, negative = inhibition, most hits filed as inhibitors; recombinant Eya2, OMFP fluorescence dephosphorylation (OMFP is methylfluorescein phosphate); also: potency is read from the fitted curve at half-maximal effect; % is scaled to controls: 0 for no effect and ±100 for the full control effect
# Target sequence (O00167 whole entry, looked up): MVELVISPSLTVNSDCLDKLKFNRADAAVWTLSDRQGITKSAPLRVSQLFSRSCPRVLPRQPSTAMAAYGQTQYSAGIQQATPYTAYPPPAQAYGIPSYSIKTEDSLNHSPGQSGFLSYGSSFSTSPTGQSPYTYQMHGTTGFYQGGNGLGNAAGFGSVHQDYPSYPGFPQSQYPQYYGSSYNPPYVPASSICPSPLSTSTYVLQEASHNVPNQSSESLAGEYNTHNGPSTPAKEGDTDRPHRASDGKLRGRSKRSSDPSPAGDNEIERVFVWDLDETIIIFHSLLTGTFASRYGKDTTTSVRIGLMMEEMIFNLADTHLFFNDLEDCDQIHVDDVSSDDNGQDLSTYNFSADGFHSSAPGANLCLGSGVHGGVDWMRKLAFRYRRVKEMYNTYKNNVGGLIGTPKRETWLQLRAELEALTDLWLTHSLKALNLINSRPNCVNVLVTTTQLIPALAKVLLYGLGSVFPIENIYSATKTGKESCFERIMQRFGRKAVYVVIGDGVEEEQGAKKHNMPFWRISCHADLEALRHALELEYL
#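 Eya2 (0.2 uM) preincubated 10 min at ambient with compound, then OMFP substrate added at 50 uM; 10 min reaction in 50 mM HEPES pH 7.5, 50 mM NaCl, 5 uM MgCl2, 0.05% BSA, 1 mM DTT. Fluorescence read at Ex 485/Em 525 nm.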
# TSHR antagonist: human thyrotropin receptor antagonism; 330,000 tested, 0.2% active; P16473; TSHR-expressing cells, TSH-stimulated cAMP HTRF, 2 h; active compounds read low; AID 504810; activity change, negative = inhibition, % at 11.5 µM;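 active = activity change below a set negative limit, meaning inhibition stronger than a set level, cut at about -70% in these data; inconclusive = activity change between two set negative limits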; also: % is scaled to controls: 0 for no effect and ±100 for the full control effect
#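 Read-out is FRET at 665 nm (cryptate excitation 337 nm) from a cryptate-tagged anti-cAMP antibody, competed by cell cAMP against cAMP-d2. Compounds are tested on freshly harvested TSHR cells challenged with 4nM TSH (EC80) for 2 hours at 37 deg C.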
# USP2a block: USP2a (human) protease inhibition. O75604. USP2 core, Ub-CHOP2 coupled fluorogenic reporter, 485/531. Potency, µM (top dose mostly 38.3 µM), for inactives: at the top dose activity change, negative = inhibition, actives largely listed as inhibitors. 330,000 tested, 0.01% active;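 also: potency is read from the fitted curve at half-maximal effect; plate controls were DMSO wells for no effect and full inhibition by NEM control for full effect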
#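 Deubiquitinase activity read as fluorescence (485/531 nm) after Ub-CHOP2 cleavage activates the enterokinase reporter on its substrate; USP2 core 10nM, Ub-CHOP2 and substrate 25nM each, 30min compound preincubation then 60min RT; data normalized to NEM, curves fitted.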
# hERG WT inh: blocks the wildtype human KCNH2 potassium channel; Q12809; U2OS, BacMam KCNH2, thallium flux FluxOr; active compounds read low; activity change, % at 1.84 µM; 340,000 tested, 0.37% active;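 active = maximum activity change below -70%; inconclusive = maximum activity change between -70% and -50%; inactive = maximum activity change above -50%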; also: % is scaled to controls: 0 for no effect and ±100 for the full control effect
#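 U2OS cells transduced with wild-type KCNH2 virus are loaded with FluxOr dye for 45 min, and thallium flux is measured in kinetic reads before and after stimulation buffer. Rate constants are normalized to DMSO controls.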
# Starred values were filed as active, the others as inactive; ? = inconclusive; · = no result given; [ ] = dose if it differs, or a comment. Unless noted, calls follow the shape of the dose curve; as a rule, active = well fitted curve in the direction sought with a large enough effect; inconclusive = small, poorly fitted or top-dose-only effect, or another doubt; inactive = no such curve, though single readings can be large; an effect the other way counts as inactive or inconclusive.
SMILES,PKM2 act,GALK inh,Mito fusion act,Menin MLL FP TR,MBNL1-CUG inh,Chronic BCR inh,ASM inhibitor,Eya2 inh,TSHR antagonist,USP2a block,hERG WT inh
Cc1ccccc1OCC(=O)Nc1cccc(N(C)S(C)(=O)=O)c1,6%,-3%,6%,6%,0%,?,-1%,7%,2,0%,-2
O=C(CNC(=O)C1CCCCC1)OC(C(=O)c1ccccc1)c1ccccc1 (stereo not drawn),·,·,-15%,·,·,-13%,5%,-2%,-6,1%,·
O=S(=O)(N1CCOCC1)n1cnc2ccccc21,2%,0%,0%,0%,-1%,19%,2%,9%,2,-3%,0
O=C(NCCN1C(=O)S/C(=C\c2ccc(F)cc2)C1=O)C1CCN(S(=O)(=O)c2cccs2)CC1,-8%,-2%,1%,4%,-7%,1%,2%,-6%,0,1%,1
Cc1cc(Cl)c2oc(C(=O)NCCC3CCCCO3)c(C)c2c1 (stereo not drawn),-8%,4%,8%,·,0%,-9%,-4%,4%,3,-2%,0
CCc1cc(=O)oc2c3c(cc(OCC(=O)NCc4ccco4)c12)OC(C)(C)CC3,-1%,·,14%,-13%,7%,?,20%,-3%,5,0%,-6
CCCCN(c1ccccc1)S(=O)(=O)c1cccc(C(=O)O)c1,-3%,13%,4%,8%,-1%,17%,-1%,-4%,4,-11%,-13
O=c1c2cc(NC(=S)NC3CCN(Cc4ccccc4)CC3)ccc2nc2n1CCCCC2,·,11%,-3%,-4%,5%,7%,-2%,11%,11,-1%,25
S=C(NCCc1ccccn1)NC1CC2CCC1C2 (stereo not drawn),0%,6%,-3%,·,-6%,?,-1%,-6%,-3,3%,1
Cn1c(C(=O)Nc2ccc3c(c2)OCO3)cc2sccc21,-9%,-2%,15%,?,-6%,?,-1%,7%,-14,3%,-5
O=C(CN1C(=O)CCC1=O)NCC12CC3CC(CC(C3)C1)C2,22%,4%,7%,-27%,3%,·,5%,·,·,·,-6
CC(=O)Nc1ccccc1OCC(O)CS(=O)(=O)c1ccc(C(F)(F)F)cn1 (stereo not drawn),·,·,-2%,-2%,-4%,4%,2%,9%,-3,-1%,-9
CCOC(=O)CC(NC(=O)c1cc2cc(Cl)cc(Cl)c2oc1=O)c1cccc([N+](=O)[O-])c1 (stereo not drawn),2%,-1%,6%,4%,-7%,4%,·,-1%,-7,2%,2
C=CCN=C1NN=C(c2cc(C)n(CC=C)c2C)CS1,-12%,5%,-3%,-10%,0%,4%,4%,-2%,2,-8%,-3
CN(C)C(=O)COc1ccc2ccc(=O)oc2c1,-4%,-2%,0%,-1%,8%,-1%,0%,-28%,4,2%,-4
CN(Cc1ccon1)C(=O)C1CCC(=O)N(CCc2ccc(Cl)cc2)C1 (stereo not drawn),8%,·,1%,2%,12%,-1%,0%,-14%,2,0%,2
Cc1ccc(S(=O)(=O)c2nc(S(=O)(=O)c3ccccc3)sc2N2CCN(C)CC2)cc1,-11%[0.46 µM],-2%,6%,-5%,1%,-9%,-2%,?,1,0%,3
CC(=O)c1cccc(NC(=O)Nc2ccc3c(c2)OCO3)c1,-1%,-9%,-1%,·,-6%,5%,-1%,-2%,2,4%,13
COc1ccc(N2CCN(C(c3cccs3)C(C)NC(=O)C(=O)N3CCCC3)CC2)cc1 (stereo not drawn),-2%[0.46 µM],6%,17%,-2%,-5%,0%,-1%,-6%,-8,1%,-1
CCC(=O)Nc1ccc(C(=O)N/N=C/c2ccc([N+](=O)[O-])cc2)cc1,1%,2%,0%,9%,?,-2%,-5%,-9%,-10,1%,3
Cc1cccc(N2CCN(CCCNC(=O)C3CCCN(c4ncnc5c4nc4n5CCCCC4)C3)CC2C)c1 (stereo not drawn),·,-1%,-6%,?,5%,?,-1%,-9%,-3,-8%,8
CC(C)(CNC(=O)C1CCCN1C(=O)c1cccs1)N1CCOCC1 (stereo not drawn),6%,1%,-6%,-4%,-9%,-4%,-3%,-6%,8,6%,11
O=C(OCC(=O)c1ccc(Br)s1)c1ccc(O)cc1,·,·,·,·,·,-1%,-3%,-3%,-2,1%,1
O=C(NCc1ccccc1)C1CCCN(C(=O)c2ccc(F)cc2)C1 (stereo not drawn),·,·,-6%,·,·,5%,4%,21%,9,2%,-2
COc1ccc(C(=O)OCC2CC(c3ccccc3)N(C)O2)cc1 (stereo not drawn),5%,-4%,0%,2%,4%,?,-3%,-12%,-12,1%,-2
COc1ccccc1Nc1nn2c(=O)c3ccc(C(=O)N4CCCCC4)cc3nc2s1,·,-9%,5%,-7%,6%,-1%,-11%,4%,1,3%,-2
CN1CCc2c(sc(NC(=O)c3ccc(S(=O)(=O)N4CCc5ccccc54)cc3)c2C(N)=O)C1,-4%,3%,0%,·,13%,-8%,·,0%,-8,14%,·
COc1ccc(-n2c(=O)c3c4c(sc3n3c(=S)[nH]nc23)CCC4)cc1,-1%,3%,5%,·,·,1%,-3%,3%,-16,0%,-5

# Copied from the list:
# Reading for S=C(NCCc1ccccn1)NC1CC2CCC1C2 (stereo not drawn) under PKM2 act: 0%
# Reading for O=C(NCc1ccccc1)C1CCCN(C(=O)c2ccc(F)cc2)C1 (stereo not drawn) under USP2a block: 2%
# Reading for COc1ccc(C(=O)OCC2CC(c3ccccc3)N(C)O2)cc1 (stereo not drawn) under USP2a block: 1%

# Structural class: those above containing a furan ring, fused or not.
SMILES,PKM2 act,GALK inh,Mito fusion act,Menin MLL FP TR,MBNL1-CUG inh,Chronic BCR inh,ASM inhibitor,Eya2 inh,TSHR antagonist,USP2a block,hERG WT inh
Cc1cc(Cl)c2oc(C(=O)NCCC3CCCCO3)c(C)c2c1 (stereo not drawn),-8%,4%,8%,·,0%,-9%,-4%,4%,3,-2%,0
CCc1cc(=O)oc2c3c(cc(OCC(=O)NCc4ccco4)c12)OC(C)(C)CC3,-1%,·,14%,-13%,7%,?,20%,-3%,5,0%,-6

# Whole records from above. Order of values: PKM2 act, GALK inh, Mito fusion act, Menin MLL FP TR, MBNL1-CUG inh, Chronic BCR inh, ASM inhibitor, Eya2 inh, TSHR antagonist, USP2a block, hERG WT inh
# O=C(NCc1ccccc1)C1CCCN(C(=O)c2ccc(F)cc2)C1 (stereo not drawn) reads ·, ·, -6%, ·, ·, 5%, 4%, 21%, 9, 2%, -2
# CC(=O)c1cccc(NC(=O)Nc2ccc3c(c2)OCO3)c1 reads -1%, -9%, -1%, ·, -6%, 5%, -1%, -2%, 2, 4%, 13
# CCc1cc(=O)oc2c3c(cc(OCC(=O)NCc4ccco4)c12)OC(C)(C)CC3 reads -1%, ·, 14%, -13%, 7%, ?, 20%, -3%, 5, 0%, -6
# CCOC(=O)CC(NC(=O)c1cc2cc(Cl)cc(Cl)c2oc1=O)c1cccc([N+](=O)[O-])c1 (stereo not drawn) reads 2%, -1%, 6%, 4%, -7%, 4%, ·, -1%, -7, 2%, 2

# Only part of the results is shown (hit frequency here may not be typical).
